Screens (PubChem)
LAP4 TOR yeast: yeast TOR pathway LAP4-GFP modulation | S. cerevisiae LAP4-GFP multiplex, flow cytometry GFP, 3 h; median GFP as percent of DMSO wells | GFP response vs DMSO, % at 10 µM | 0.34% of 320,000 active;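 active means GFP response vs DMSO above a set limit, about the screen mean plus 3 SD, cut at about 150% in these data; inconclusive means under 70 cell events counted for the yeast strain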
RPL19A TOR yeast: alters RPL19A-GFP fluorescence in TOR pathway yeast screen; S. cerevisiae RPL19A-GFP strain, flow cytometry, 3 h; hits give low values; percent response vs DMSO, % at 10 µM; 0.3% of 330,000 active;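 active means percent response vs DMSO below 50%; inconclusive means fewer than 70 events counted for the yeast strain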;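 further: median channel GFP fluorescence of the barcoded RPL19A-GFP strain; ratio of sample median GFP to plate DMSO average so 100% = DMSO; lower means less RPL19A-GFP as with rapamycin TOR inhibition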
MEP2 TOR yeast: yeast TOR pathway MEP2-GFP modulation | GFP response vs DMSO, % at 10 µM | S. cerevisiae MEP2-GFP strain, flow cytometry GFP, 3 h; 100% = DMSO control level | AID 2016 | 0.51% of 330,000 active;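 active means GFP response versus DMSO above a set limit, roughly screen mean plus 3 SD, cut at about 180% in these data; inconclusive means fewer than 70 cells counted for a yeast strain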;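 further: median GFP fluorescence of the barcode-gated MEP2-GFP cells per well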
CIT2-GFP yeast: yeast TOR pathway CIT2-GFP modulation; GFP response vs DMSO, % at 10 µM; 0.065% of 320,000 active; S. cerevisiae CIT2-GFP strain, flow cytometry, 3 h; 100 means same as DMSO wells; AID 2029;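 active means GFP response relative to DMSO above a set limit, near the screen mean plus 3 SD, cut at about 150% in these data; inconclusive means Fewer than 70 cells measured for a yeast strain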;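 further: ratio of well median GFP fluorescence to mean of DMSO wells on the plate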
GRK2 aptamer HTS: human GRK2 inhibition via aptamer displacement; P25098; bead flow cytometry, FAM-aptamer displacement from GRK2; inhibition of aptamer binding, % at 10 µM; 0.59% of 330,000 active;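 active means inhibition of aptamer binding above 40%, roughly 3 SD of noise, on plates passing a quality check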;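 further: median bead fluorescence of bound FAM aptamer so fluorescent compounds give negative values; no value below 0 was filed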
VLA-4 inh: inhibition in a human VLA-4 binding assay; 0.2% of 330,000 active; P13612; VLA-4 expressing cells, ligand binding flow cytometry; AID 2557; inhibition, % (about 7 µM as worked out from the volumes in the protocol); in the data active means inhibition above about 50%
Target sequence (P13612 whole entry, looked up): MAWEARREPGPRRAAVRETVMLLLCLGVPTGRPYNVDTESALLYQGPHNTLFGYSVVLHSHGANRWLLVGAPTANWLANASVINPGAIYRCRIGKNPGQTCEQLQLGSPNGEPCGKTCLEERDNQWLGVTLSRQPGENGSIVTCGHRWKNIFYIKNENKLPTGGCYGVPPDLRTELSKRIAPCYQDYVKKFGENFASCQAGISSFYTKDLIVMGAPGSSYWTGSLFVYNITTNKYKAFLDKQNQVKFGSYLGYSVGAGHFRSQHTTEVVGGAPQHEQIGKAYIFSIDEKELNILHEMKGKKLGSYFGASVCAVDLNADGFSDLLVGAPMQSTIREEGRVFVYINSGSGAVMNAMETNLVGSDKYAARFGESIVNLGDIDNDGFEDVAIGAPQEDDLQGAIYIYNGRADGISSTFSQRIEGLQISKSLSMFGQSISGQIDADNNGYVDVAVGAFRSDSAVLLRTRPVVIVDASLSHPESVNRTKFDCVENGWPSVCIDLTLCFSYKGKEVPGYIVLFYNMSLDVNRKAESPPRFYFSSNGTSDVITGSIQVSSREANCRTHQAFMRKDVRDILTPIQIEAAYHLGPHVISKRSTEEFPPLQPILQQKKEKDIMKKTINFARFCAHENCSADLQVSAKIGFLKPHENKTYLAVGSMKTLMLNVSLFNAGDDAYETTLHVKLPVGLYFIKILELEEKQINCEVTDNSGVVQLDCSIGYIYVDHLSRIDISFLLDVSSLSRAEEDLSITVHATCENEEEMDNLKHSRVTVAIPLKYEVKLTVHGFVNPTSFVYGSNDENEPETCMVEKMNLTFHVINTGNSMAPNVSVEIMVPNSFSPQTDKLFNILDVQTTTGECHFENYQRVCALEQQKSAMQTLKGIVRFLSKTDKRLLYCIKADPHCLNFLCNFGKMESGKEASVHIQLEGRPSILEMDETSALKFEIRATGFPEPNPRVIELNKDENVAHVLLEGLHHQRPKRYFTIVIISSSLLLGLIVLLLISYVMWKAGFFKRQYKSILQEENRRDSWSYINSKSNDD
AGP1 TOR yeast: modulators of TOR pathway AGP1-GFP in S. cerevisiae; 0.02% of 320,000 active; S. cerevisiae AGP1-GFP multiplex flow cytometry, 3 h; GFP as percent of DMSO wells; GFP response vs DMSO, % at 10 µM;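 active means GFP response relative to DMSO above a set limit, near screen average plus 3 SD, cut at about 150% in these data; inconclusive means fewer than 70 cells counted for the yeast strain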;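 further: median GFP channel fluorescence of the gated AGP1 strain per well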
CR mimetic SO: lowers age-related superoxide in aged yeast cells; S. cerevisiae aged cells, superoxide DHE fluorescence; hits give low values; superoxide response (% of plate mean), % at 10 µM; 0.18% of 330,000 active;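 active means superoxide response under a set limit, about three screen SD below normal, cut at about 65% in these data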;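 further: yeast aged for seven days with compound at 30 °C before DHE staining; 100% = average MFI of all compound-treated wells on the plate with controls excluded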
Starred values were filed as active, the others as inactive; i = inactive; ? = inconclusive; . = no result given; [ ] = another dose, or the depositor's remark.

SMILES	LAP4 TOR yeast	RPL19A TOR yeast	MEP2 TOR yeast	CIT2-GFP yeast	GRK2 aptamer HTS	VLA-4 inh	AGP1 TOR yeast	CR mimetic SO
S=c1[nH]c(-c2ccc(Cl)cc2)cs1	123	97	107	92	0	-3	96	70
O=C(Cc1ccc(Cl)cc1)Nc1ccc2oc(-c3ccncc3)nc2c1	100	98	100	98	1	0	103	95
COc1ccc(CC2(CO)CCN(Cc3cccn3-c3ccccn3)CC2)cc1	93	100	101	98	0	4	103	107
Cc1cccc(-n2c(-c3ccncc3)n[nH]c2=S)c1	102	100	107	110	0	3	108	102
CSCCC1NC(=O)N(CC(=O)Nc2cc(C)on2)C1=O (stereo not drawn)	107	94	94	85	1	4	95	92
Cc1cccc(N2CC(C(=O)NCCC3=CCCCC3)CC2=O)c1C (stereo not drawn)	92	87	95	81	0	-5	87	93
COc1cccc2sc3cc(NCCCN4CCOCC4)ccc3c(=O)c12	93	90	90	80	0	9	89	90
On1nnc2c3ccccc3c3ccccc3c21	89	98	100	95	0	-14	96	108
CCn1c(C)c(C(C)=O)c(N2CCN(c3cccc(Cl)c3)CC2)nc1=S	100	96	103	95	1	4	97	104
OCCN(Cc1ccccc1)C(=S)NC1CCCCC1	107	98	103	102	2	-3	100	94
FC(F)(F)c1ccccc1CNCc1ccc2c(c1)OCO2	110	105	110	98	0	19	98	97
O=C(c1cccc(S(=O)(=O)N2CCCCC2)c1)N(CCc1ccccc1)Cc1ccccc1	93	93	100	95	0	-1	99	102
O=C(COC(=O)CCC(=O)c1cccs1)NCc1ccccc1	103	97	99	97	5	2	104	101
CC(C)Cn1c(SCC(=O)N(C)c2c(N)n(Cc3ccccc3)c(=O)[nH]c2=O)nc2ccccc21	108	102	104	99	0	7	109	100
Cc1ccc2c(c1)N(CC(=O)NCCc1ccc(Cl)cc1)C(=O)c1cccnc1O2	102	101	110	104	0	-46	106	107
Cc1ccc(C)c(NS(=O)(=O)c2cc(C(N)=O)ccc2C)c1	97	100	106	104	3	10	108	95
COc1cc(S(=O)(=O)N(Cc2ccccc2)CC2CCCO2)ccc1-n1cnnn1 (stereo not drawn)	89	92	90	93	0	6	96	105
CCCCCn1c(=S)[nH]c2cc(C(=O)N3CCCC3)ccc2c1=O	99	106	98	98	0	2	102	93
CC(=O)c1ccc(C(=O)Nc2ccc3c(c2)C(=O)NC3=O)cc1	103	101	110	105	10	-22	106	101
CCOC(=O)c1sc2nc(C3CC3)cc(-c3ccc(F)cc3)c2c1N	100	97	110	94	0	8	100	111
Cc1ccc(N(C(=O)c2csnn2)C(C(=O)NC2CCCCC2)c2ccccn2)cc1 (stereo not drawn)	99	97	101	98	0	17	99	100
CCC(CC)c1nnc(NC(=O)c2nn(C)c(=O)c3ccccc23)s1	100	96	92	89	1	-1	95	100
COc1ccc(CNC(=O)CCC2N=C3c4ccccc4N=C(SCC(=O)NCC4CCCO4)N3C2=O)cc1 (stereo not drawn)	92	108	92	105	2	0	94	93
[O-][n+]1ccc(OCc2ccccc2)cc1	117	95	100	94	0	1	108	i
O=C(CSc1n[nH]c(-c2ccncc2)n1)Nc1ccccc1C(F)(F)F	86	98	94	106	4	-3	102	119
Cc1cc(F)ccc1S(=O)(=O)N1CCC2(CC1)OCCN2S(=O)(=O)c1cccs1	106	102	107	101	0	16	112	96
CCc1ccc[n+](-c2[nH]c(=O)sc2/C=N/NC([S-])=Nc2ccccc2)c1	104	114	109	117	0	11	107	101
CC(C)c1ccc(NC2CCCN(C(=O)c3cnc4ccccn4c3=O)C2)cc1 (stereo not drawn)	80	95	85	84	3	-5	83	99
O=C(NO)c1cc(OCC(F)(F)F)ccc1OCC(F)(F)F	89	98	94	98	1	2	98	104
Cc1[nH]c2ccccc2c1SCC(=O)N1CCOCC1	103	93	93	90	1	14	94	81
CCOc1ccc(N2CCc3c(C)nc(SC)nc32)cc1	97	98	94	97	1	7	102	101
CCOC(=O)c1ccc(NC(=O)CSCC(=O)OCC(=O)c2ccccc2)cc1	99	98	94	98	1	-20	100	87
O=C(CSc1cccc[n+]1[O-])Nc1cccc(Oc2ccccc2)c1	90	103	94	96	2	4	100	74
COc1ccc(C(=S)N2CCC(C(N)=O)CC2)cc1Br	94	94	97	94	12	-6	100	116
CCNC(=O)COC(=O)C1CCC(=O)N(c2ccc(OC)cc2)C1c1ccc(OC)cc1 (stereo not drawn)	?	?	?	?	0	10	?	95
CCOC(=O)Cc1nn(CCc2ccccn2)c(=O)c2ccccc12	103	111	109	104	0	10	104	93
O=C(NCC1CCCO1)c1ccc(C(=O)NCC2CCCO2)cc1 (stereo not drawn)	82	88	90	83	0	-2	86	113
Cc1cc(O)c(C(C)C)cc1NC(=O)c1ccc(Cl)cc1	98	98	102	104	6	-5	101	80
CN1CCc2c(sc3c2C(=O)NC(/C=C/c2ccco2)N3)C1 (stereo not drawn)	94	95	103	102	3	-10	99	120
Cc1ccc(/C=N/NC(=O)CSc2nc3nc(C)cc(C)n3n2)cc1	101	94	93	97	0	9	95	98

Entries of single compounds as entered above. Order of values: LAP4 TOR yeast	RPL19A TOR yeast	MEP2 TOR yeast	CIT2-GFP yeast	GRK2 aptamer HTS	VLA-4 inh	AGP1 TOR yeast	CR mimetic SO
O=C(CSc1cccc[n+]1[O-])Nc1cccc(Oc2ccccc2)c1 is listed with 90	103	94	96	2	4	100	74
CC(C)c1ccc(NC2CCCN(C(=O)c3cnc4ccccn4c3=O)C2)cc1 (stereo not drawn) is listed with 80	95	85	84	3	-5	83	99

(next part)
SMILES	LAP4 TOR yeast	RPL19A TOR yeast	MEP2 TOR yeast	CIT2-GFP yeast	GRK2 aptamer HTS	VLA-4 inh	AGP1 TOR yeast	CR mimetic SO
Cc1ccc(NC(=O)CC2SC(=O)NC2=O)cc1 (stereo not drawn)	95	99	100	102	0	-3	101	117
CC(C)c1ccc(NC(=O)COC(=O)[C@H](CCC(N)=O)NC(=O)c2ccc(F)cc2)cc1	87	102	95	86	2	25	94	98
Cc1ccc(OCC(O)CN2CCN(CC(O)COc3ccc(C)cc3)CC2)cc1 (stereo not drawn)	104[may fluoresce violet]	102[may fluoresce violet]	127[may fluoresce violet]	.	0	6	25[may fluoresce violet]	i
O=C(NCc1ccc(Cl)c(Cl)c1)c1ccco1	104	97	97	94	2	0	97	101
Cc1ccc2[nH]c3c(c2c1)CCCC3C(N)=O (stereo not drawn)	106	108	124	116	0	-13	111	86
O=C(COC(=O)COc1ccccc1)NCc1ccccc1	93	94	96	94	0	3	91	116
CC(C)(O)C1CC[C@@](C)([C@@H]2CC[C@]3(C)[C@H]2[C@H](O)CC2[C@@]4(C)CCC(O)C(C)(C)C4C(OC4OC(CO)C(O)C(O)C4O[C@@H]4OCC(O)C(O)C4O)C[C@]23C)O1 (stereo partly drawn)	110	111	99	105	0	14	114	106
O=C(CN1C(=O)C(=O)c2ccccc21)NC1CCCCC1	98	98	98	97	0	-3	96	84
COc1cc(S(=O)(=O)N2CCN=C2c2ccccc2)c(OC)cc1Cl	74	102	96	114	4	7	91	99
CC(NCc1ccc(S(N)(=O)=O)cc1)C(=O)N1c2ccccc2CC1C (stereo not drawn)	104	99	103	103	1	-4	105	80
CN(C(=O)C1CCC1C(=O)O)c1nc(-c2ccc(Cl)s2)cs1 (stereo not drawn)	103	93	88	92	0	17	97	114
Cc1cccc(CNC(=O)CCc2nnc(C3CCCCC3)o2)c1	100	100	96	102	0	3	102	84
CCc1nnc(NC(=O)c2ccc(-c3ccccc3F)o2)s1	104	105	102	103	1	-1	90	104
O=c1nc2s/c(=C\c3ccco3)c(=O)n2nc1Cc1ccccc1	112	97	99	83	2	17	100	103
CCOC(=O)c1ccccc1NC(=O)Cc1ccc(OC)c(S(=O)(=O)N2CCOCC2)c1	91	100	98	109	1	9	98	89
Cc1nc2sccn2c(=O)c1S(=O)(=O)NCc1ccccc1Cl	104	103	105	113	2	0	109	89
CNC(=S)NNC(=O)c1cccc(N(C)C)c1	102	100	91	89	1	0	100	98
N[C@@H](Cc1cc(I)c(O)c(I)c1)C(=O)O	100	97	94	99	3	25	99	95
Cc1ccc(S(=O)(=O)N[C@@H](CO)C(=O)N[C@@H](Cc2ccc(O)cc2)C(=O)O)cc1	102	103	110	98	0	8	93	99
COC(=O)C(NC(=O)Nc1ccccc1OC)C(C)C (stereo not drawn)	97	97	102	95	3	-5	95	96

Some values from the results shown:
CN(C(=O)C1CCC1C(=O)O)c1nc(-c2ccc(Cl)s2)cs1 (stereo not drawn) in MEP2 TOR yeast: 88
Cc1nc2sccn2c(=O)c1S(=O)(=O)NCc1ccccc1Cl in VLA-4 inh: 0
Cc1ccc(S(=O)(=O)N[C@@H](CO)C(=O)N[C@@H](Cc2ccc(O)cc2)C(=O)O)cc1 in GRK2 aptamer HTS: 0

Next entries
SMILES	LAP4 TOR yeast	RPL19A TOR yeast	MEP2 TOR yeast	CIT2-GFP yeast	GRK2 aptamer HTS	VLA-4 inh	AGP1 TOR yeast	CR mimetic SO
O=C(CN1CCN(Cc2ccccc2)CC1)Nc1ccccc1-c1ccccc1	116	98	105	85	2	10	97	104
COc1ccccc1CNS(=O)(=O)c1c(C)noc1C	101	99	104	98	1	0	105	93
CCN(CC)S(=O)(=O)c1ccc(-c2nnc(SCc3nnc(-c4ccc(C)cc4)o3)o2)cc1	98	96	103	97	0	2	100	87
Cc1ccccc1CSc1nsc(N)n1	107	99	100	90	0	12	107	122
O=C(NC1CC1)C(Cl)c1ccccc1 (stereo not drawn)	96	100	105	100	2	9	99	96
Nc1ccc(C(=O)OCC(=O)NC2CC2)cc1[N+](=O)[O-]	101	97	99	97	0	-1	102	98
COc1ccc(S(=O)(=O)N2CCC(C(=O)NCc3ccccn3)CC2)cc1C	109	99	102	110	1	32	.	104
COc1ccc(OCc2nnc(SCC(=O)NC3CC3)n2C)cc1	69	104	93	86	0	4	84	100
Cc1ccc(N2CC(C(=O)N3CCC(C(=O)Nc4cccc(Br)c4)CC3)CC2=O)cc1 (stereo not drawn)	93	105	105	102	7	-12	109	112
O=C(Nc1ccc(NC(=O)C2CC2)nc1)c1cccc(F)c1	94	105	103	.	2	-10	103	107
C/C(=N\NC(=O)c1cccc(S(=O)(=O)N2CCOCC2)c1)c1ccc(OC(F)F)cc1	92	98	97	93	3	-11	110	94
COc1cccc(OCCOc2ccc(/C=C3\C(=N)N4N=C(S(C)(=O)=O)SC4=NC3=O)cc2OC)c1	89	107	98	102	0	3	96	109
CC(C)N(Cc1ccccc1)C(=O)CCS(=O)(=O)c1ccc2c(c1)oc(=O)n2C	104	103	107	103	0	2	102	105
COc1ccc(S(=O)(=O)NCC2CCCN(C(=O)CCSC)C2)cc1 (stereo not drawn)	97	104	114	107	1	4	97	92
CCc1ccc(NC(=O)CCNS(=O)(=O)c2cccs2)cc1	94	98	82	98	0	18	99	106
COc1cc(C(=O)OCC(C)=O)cc(NC(=O)c2ccco2)c1OC	83	98	86	83	1	-7	88	94
O=C(COc1coc(CN2CCc3ccccc3C2)cc1=O)Nc1ccc(Cl)cc1	98	99	100	106	0	8	101	95
CCC(=O)N1CCc2cc(Br)cc(S(=O)(=O)C3(C(=O)OC)CC3)c21	95	95	91	97	2	17	96	104
CCCNc1c(N)c(=O)oc2ccccc12	99	97	103	97	0	6	97	117
CC1=C(C(=O)OC(C)C)C(C)NC(=O)N1 (stereo not drawn)	98	95	100	98	5	4	99	93
CCn1c(SCc2ccc(Cl)cc2)nnc1-c1ccccc1	98	100	99	83	1	8	101	107
Cc1ccc2nc(/C(C#N)=C/c3ccc(-c4ccccc4C(=O)O)o3)[nH]c2c1	99	101	99	98	18	14	102	89
CCc1nc(SCC(=O)c2ccc(Cl)s2)c2oc3ccccc3c2n1	83	87	83	90	0	12	87	108
